# RGS4 inh: human RGS4 inhibition. Potency, µM (top dose mostly 114 µM), for the others: at the top dose activity change, negative = inhibition, hits mostly inhibitors. P49798. hit rate 0.039% among 390,000. Transcreener GDP fluorescence polarization, RGS4-accelerated GTP hydrolysis; note: % is set by controls: 0 for no effect and ±100 for the full control effect; nearly all actives have a fitted effect of over 75% in size; some results filed as inactive show a strong effect at the top dose
# Target sequence (P49798 whole entry, looked up): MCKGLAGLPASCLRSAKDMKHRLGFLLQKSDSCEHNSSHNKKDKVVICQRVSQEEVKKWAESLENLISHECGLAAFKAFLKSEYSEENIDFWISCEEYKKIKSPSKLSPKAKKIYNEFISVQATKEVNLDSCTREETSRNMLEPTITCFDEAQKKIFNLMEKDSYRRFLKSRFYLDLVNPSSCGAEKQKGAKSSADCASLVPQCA
#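 MLSMR compounds (23 nl, pin-transferred) preincubated 10 min at room temperature with a 500nM (2x) first reagent, then RGS4 at 900nM (2x) plus Transcreener GDP mix added; fluorescence polarization (620/688 nm) read before and after 90 min at 30 °C.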
# mIDH1 inhibitor: human IDH1 R132H inhibition. Potency, µM (highest dose often 76.6 µM), for inactives: at the highest dose activity change, negative = inhibition, actives largely listed as inhibitors. AID 602179. IDH1-R132H enzyme, NADPH consumption, diaphorase/resazurin fluorescence. hit rate 0.093% among 390,000. O75874; note: % is set by controls: 0 for no effect and ±100 for the full control effect; nearly all actives have a fitted effect of over 65% in size
#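 IDH1-R132H (0.5 ug/mL) preincubated 30 min with compound, then NADPH (0.016 mM) and alpha-KG (2 mM) added; 80 min at RT, pH 7.5. Remaining NADPH coupled via diaphorase/resazurin to fluorescence (540/590 nm); concentration-response curves normalized to no-enzyme control.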
# 12-LOX inh: ALOX12 (human) lipoxygenase inhibition; P18054; purified 12hLO, xylenol orange hydroperoxide absorbance; AID 1671190; hit rate 1.1% among 580,000; Potency, µM (titrated, usually from 108 µM), for inactives: top-dose activity change, negative = inhibition, hits mostly inhibitors; note: % is set by controls: 0 for no effect and ±100 for the full control effect
#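 Hydroperoxide product was detected by ferrous iron/xylenol orange as the 573 to 405 nm absorbance ratio. Arachidonic acid at 40 uM (final) was turned over for 30 min at room temperature by 150 nM human 12hLO, pH 7.0 Hepes buffer, after 15 min compound preincubation.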
# Vif-A3F inh: blocks the Vif interaction with APOBEC3F; HeLa A3F-eYFP + Vif (tagged APOBEC3F with the HIV-1 protein that degrades it), YFP fluorescence increase; Potency, µM (top dose mostly 46.1 µM), for the others: at the top dose activity, negative = active; hit rate 0.2% among 390,000; note: % of control where 0% means no effect; nearly all actives have a fitted effect of over 65% in size
#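 Fluorescence increase (Ex 488/Em 500-530) after overnight compound treatment at 37 deg C flags inhibition of Vif-driven A3F-eYFP loss in stable HeLa A3F-eYFP/Vif cells seeded overnight beforehand.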
# USP1-UAF1 inh: blocks the human USP1/UAF1 deubiquitinase complex; O94782; recombinant USP1/UAF1, Ub-Rhodamine cleavage fluorescence; Potency, µM (series often up to 57.1 µM), for inactives: top-dose activity change, negative = inhibition, most hits filed as inhibitors; hit rate 0.23% among 390,000; note: % is set by controls: 0 for no effect and ±100 for the full control effect; nearly all actives have a fitted effect of over 60% in size; inactives centre near -12
#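 USP1/UAF1 complex (1 nM) preincubated 15 min at room temperature with compound, then Ub-Rho substrate (150 nM final) added. Kinetic fluorescence at 480/540 nm over 6 reads at 60 s intervals; 50 mM HEPES pH 7.8, 0.5 mM EDTA, 0.1 mg/ml BSA, 1 mM TCEP, 0.01% Tween-20.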
# Vif-A3G inh: Vif-A3G binding inhibition; HeLa A3G-eYFP + Vif (tagged APOBEC3G with the HIV-1 protein that degrades it), YFP fluorescence, overnight; AID 602310; hit rate 0.076% among 410,000; Potency, µM (top dose mostly 46.1 µM), inactives show at the top dose activity, negative = active, actives largely listed as inhibitors; Q9HC16;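 note: % is set by controls: 0 for no effect and ±100 for the full control effect; nearly all actives have a fitted effect of over 60% in size; hits raise eYFP signal because A3G escapes Vif-driven loss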
# Target sequence (Q9HC16 whole entry, looked up): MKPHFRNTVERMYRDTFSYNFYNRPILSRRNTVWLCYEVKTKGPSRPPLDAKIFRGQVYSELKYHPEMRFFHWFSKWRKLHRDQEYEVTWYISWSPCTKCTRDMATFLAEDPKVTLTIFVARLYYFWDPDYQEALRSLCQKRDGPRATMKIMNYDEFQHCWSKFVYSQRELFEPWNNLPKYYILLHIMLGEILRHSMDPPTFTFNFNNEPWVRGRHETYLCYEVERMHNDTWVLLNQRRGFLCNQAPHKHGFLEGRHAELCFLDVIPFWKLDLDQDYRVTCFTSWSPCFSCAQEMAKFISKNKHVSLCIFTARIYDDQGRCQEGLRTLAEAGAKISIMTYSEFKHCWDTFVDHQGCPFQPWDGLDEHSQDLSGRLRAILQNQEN
#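 HeLa cells stably expressing Vif and C-terminally eYFP-tagged A3G, seeded overnight at 37 deg C, then exposed to compound by pintool overnight at 37 deg C. Rise in yellow fluorescence (Ex 488/Em 500-530, Acumen) marks blocked Vif-driven A3G degradation.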
# TrxR1 inh: rat TrxR1 inhibition; O89049; recombinant rTrxR1, NADPH fluorescence consumption, selenite substrate; Potency, µM (titrated, usually from 114 µM), inactives show top-dose activity change, negative = inhibition, usual class: inhibitors; hit rate 1% among 390,000; AID 588453; note: % is set by controls: 0 for no effect and ±100 for the full control effect; nearly all actives have a fitted effect of over 65% in size
# Target sequence (O89049 whole entry, looked up): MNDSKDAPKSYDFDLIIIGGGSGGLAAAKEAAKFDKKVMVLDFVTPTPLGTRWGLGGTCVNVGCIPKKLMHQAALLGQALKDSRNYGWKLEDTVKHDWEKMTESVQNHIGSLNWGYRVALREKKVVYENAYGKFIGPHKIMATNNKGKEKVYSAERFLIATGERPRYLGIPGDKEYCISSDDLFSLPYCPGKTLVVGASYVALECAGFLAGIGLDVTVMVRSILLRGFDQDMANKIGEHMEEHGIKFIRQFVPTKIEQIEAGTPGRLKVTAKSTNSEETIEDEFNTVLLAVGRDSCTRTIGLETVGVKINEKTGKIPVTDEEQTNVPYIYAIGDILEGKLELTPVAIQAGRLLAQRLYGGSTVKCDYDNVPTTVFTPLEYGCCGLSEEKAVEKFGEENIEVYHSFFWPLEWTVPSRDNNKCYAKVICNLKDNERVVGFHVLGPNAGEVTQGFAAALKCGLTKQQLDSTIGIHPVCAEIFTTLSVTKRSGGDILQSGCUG
#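 Rat TrxR1 (90 nM in the dispensed reagent) was pre-reduced with 400 uM NADPH for 5 min at room temperature, then incubated with compound for 15 min. After 400 uM selenite was added, NADPH fluorescence (Ex 340/Em 450 nm) was followed for 8 min.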
# RXFP1 ag: activates the human relaxin receptor RXFP1. Q9HBX9. HEK293T-RXFP1 cAMP TR-FRET, 30 min; response scale: percent of porcine relaxin response, buffer zero. Potency, µM (doses to about 57.5 µM), for the others: at the top dose activation, actives largely listed as activators. hit rate 0.3% among 370,000. AID 2676; note: % is set by controls: 0 for no effect and ±100 for the full control effect; nearly all actives have a fitted effect of over 60% in size; many of its hits are not listed in these tables
#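 Agonist response is measured as cAMP accumulation in an RXFP1-transfected HEK293T line under PDE4 inhibition. Values are scaled between buffer-only and 29 nM porcine relaxin, and EC50s come from standard Hill equation fits.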
# TrxR1 substrate: is turned over as a substrate by rat TrxR1. Potency, µM (top dose mostly 114 µM), without a hit: top-dose activity change, negative = substrate turnover. purified TrxR1 substrate turnover, NADPH consumption readout. hit rate 0.01% among 390,000. O89049; note: % is set by controls: 0 for no effect and ±100 for the full control effect; nearly all actives have a fitted effect of over 50% in size
#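 Rat TrxR1, dispensed at 90 nM, was prereduced with 400 uM NADPH (final) for 5 min at ~22 deg C, then incubated with compound 15 min before 400 uM selenite. A first-read NADPH fluorescence drop versus no-compound background flagged substrates.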
# The depositor's hits bear a star; u = inconclusive; x = not tested or not shown; & = joins results of further samples; [ ] = remark or other dose. Calls come from the whole dose curve; as a rule, active = well fitted curve in the direction sought with a large enough effect; inconclusive = small, poorly fitted or top-dose-only effect, or another doubt; inactive = no such curve, though single readings can be large; an effect the other way counts as inactive or inconclusive. Potency is the fitted concentration of half-maximal effect. Some of the compounds tested (hit frequency here may not be typical).
SMILES,RGS4 inh,mIDH1 inhibitor,12-LOX inh,Vif-A3F inh,USP1-UAF1 inh,Vif-A3G inh,TrxR1 inh,RXFP1 ag,TrxR1 substrate
Cc1ccc(NC(=O)CN(C)C(=O)COC(=O)c2nc3nccc(C)n3n2)cc1,2%,-6%,18%,5%,-3%,0%,2%,0.2%,-3%
Cc1ccc2nc(COC(=O)c3cnccn3)cc(=O)n2c1,10%,-1%,0%,-4%,-1%,3%,22%,x,9%
c1cn(CCCNc2ncnc3sc4c(c23)CCC4)cn1,-14%,4%,1%,x,-19%,-6%,4%,10%,-2%
CCc1nnc(NC(=O)Nc2ccccc2OC)s1,10%,3%,u,3%,-5%,-1%,-10%,-1.1%,-10%
C=CCNC(=S)Nc1ccc2nc(C)c(C)nc2c1,-16%,7%,-2%,0%,-15%,-6%,-16%,4.3%,-5%
Cn1cc(S(=O)(=O)N2CCCCC2)cc1C(=O)Nc1cccc(C#N)c1,-18%,3%,-16%,-5%,-30%,-3%,9%[57.1 µM],0.0%,3%[57.1 µM]
COc1ccc(C(CNC(=O)C(C)Oc2ccc(Br)cc2)N2CCOCC2)cc1 (stereo not drawn),-7%,4%,-18%,-16%,u,-2%,-3%,0.8%,-4%
COCCNC(=O)CCC(=O)N1Cc2cccc(OC)c2Oc2ncccc21,10%,22%,-4%,2%,14%,1%,9%,0.7%,6%
OCC1OC(n2cnc3c(N4CCCCC4)ncnc32)C(O)C1O (stereo not drawn),-29%,-2%,-2%,-2%,-6%,1%,4%,x,4%
O=C(N/N=C/c1cccnc1)C1CC1(c1ccccc1)c1ccccc1 (stereo not drawn),17%,1%,21%,6%,-19%,-1%,14%[57.1 µM],0.9%,-3%
CCCCNC(=O)c1ccc2c(c1)NC(=O)C(C(C)C)N2 (stereo not drawn),16%,-1%,-24%,5%,-15%,4%,-6%,-1.5%,-12%
CC1CCc2nc3ccc(S(=O)(=O)N4CCC(C(=O)N5CCCCC5)CC4)cc3c(C(=O)O)c2C1 (stereo not drawn),14%,1%,u,-3%,-22%,4%,9%,0.6%,2%
CC(C)=CCN1CCN(Cc2cccn2-c2nccs2)CC1CCO (stereo not drawn),7%,7%,14%,17%,-16%,-2%,13%,0.4%,4%
Cc1nc2c(-c3ccccc3)c(C)nn2c(SCC(N)=O)c1Cc1ccccc1,-9%,17%,2%,11%,-19%,0%,1%,-0.5%,-2%
CCn1c(SCc2ccc(OC)cc2)nnc1-c1ccncc1,6%,3%,-14%,2%,-20%,1%,10%,-0.4%,11%
O=C1N=C2SCCN2/C1=C\c1c(Cl)cccc1Cl,3%,u,-25%,-7%,-5%,-3%,-7%[57.1 µM],0.9%,7%[57.1 µM]
Cc1nn(Cc2cccc(C(=O)NC34CC5CC(CC(C5)C3)C4)c2)c(C)c1Br,36%,-5%,-19%,0%,-9%,0%,18%[57.1 µM],-0.4%,7%[57.1 µM]
Cc1cccc(N2CCN(c3cccc(C)c3)C2c2cccnc2)c1,-33%,3%,-20%,-11%,-20%,4%,-4%,-0.4%,1%
CCCCOc1ccc(-c2nnc(-c3ccco3)o2)cc1,-8%,-2%,u,0%,-12%,-7%,22%,2.0%,35%[activator]
CCCN(CC(=O)Nc1ccccc1C)C(=O)Cc1c[nH]c2ccccc12,-10%,8%,-24%,-16%,-9%,0%,6%,x,-2%
Cc1sc(NC(=O)CN2CCOCC2)c(C(=O)c2ccccc2)c1C,-23%,-4%,-8%,-3%,-22%,1%,-14%,-0.1%,-10%
O=C(O)C1C2CCC(O2)C1C(=O)Nc1ccc(F)cc1 (stereo not drawn),3%,10%,u,4%,-23%,7%,12%[57.1 µM],-0.2%,8%[57.1 µM]
CN(CCOc1ccc(Cl)cc1)C(=O)c1cc(-c2ccco2)nc2ccccc12,-43%,3%,u,-7%,-24%,-1%,u,2.6%,116%[activator]
COc1ccc(NC(=O)C[C@H]2C(=O)N(CCc3ccccc3)C[C@@H]2Cc2ccccc2)cc1,x,-2%,-11%,-1%,-28%,0%,x,x,x
COCc1nc2oc3ccc(C)cc3c(=O)c2cc1C(=O)OC,-2%,3%,0%,8%,-5%,3%,6%,27%,13%
Cn1c(SCC(=O)Nc2ccc3c(c2)OCCO3)nnc1-c1cccnc1,-4%,3%,-9%,-3%,2%,-4%,13%,0.7%,0%
Cc1cc(C)cc(NC(=O)Cn2nnc(C(=O)NCc3ccco3)c2N)c1,-18%&-14%,0%&4%,u,5%&-19%,u,-11%&-17%,11%&12%,-0.5%&2.4%,2%&-5%
CCc1ccc(CNC(=O)c2cc3c(=O)n(CC)c4ccccc4c3s2)cc1,2%,-7%,-12%,-1%,-22%,2%,88%[activator],0.4%,38%[activator]
CCN1CCN(C(=O)C23CCC(C)(C(=O)C2Br)C3(C)C)CC1 (stereo not drawn),20%,2%,0%,-5%,-6%,2%,9%,0.0%,-4%
CCOc1ncccc1C(=O)NCc1ccccc1Cl,18%,11%,-5%,-1%,-1%,3%,12%,-0.3%,1%
CC(C)(C)c1ccc(C(=O)NCCCn2ccnc2)cc1,-2%[56.9 µM],-7%,2%,12%,-18%,1%,21%,0.0%,1%
COc1ccc(N2CCN(S(=O)(=O)c3cc(C)ccc3OC)CC2)cc1,-4%,-4%,-12%,4%,-23%,1%,19%,-2.5%,2%
O=c1[nH]cnc(O)c1Nc1cccc(Cl)c1,-8%,2%,-19%,3%,-1%,1%,8%[2.29 µM],x,2%[2.29 µM]
CN(C(=O)COC(=O)c1cc(Br)c(Br)s1)C1CCS(=O)(=O)C1 (stereo not drawn),9%,0%,-13%,2%,5%,0%,-10%,-1.7%,-11%
Cc1cc(C)cc(-n2ccnc2SCC(=O)Nc2ccc(C)c(Cl)c2)c1,-35%,-1%,-19%,0%,-22%,1%,22%[57.1 µM],-0.3%,1%[57.1 µM]
Brc1ccc(OCCCN2CCOCC2)cc1,-2%,3%,u,1%,-7%,1%,-10%,-0.4%,-13%
Cc1cc(-c2ccc(C(=O)O)s2)cnc1N,27%,2%,-2%,3%,-24%,1%,20µM*,27%,849%[activator]
CCN1CCCC1CNC(=O)Cn1cnc2sc(C)c(S(=O)(=O)N3CCC(C)CC3)c2c1=O (stereo not drawn),-4%,8%,x,-2%,-5%,1%,-1%,1.0%,-3%
C/C=C/C(=O)N1CC2(CC(c3cccc(NC(=O)CC(c4ccccc4)c4ccccc4)c3)=NO2)C[C@H]1C(N)=O (stereo partly drawn),-5%,-13%,-9%,-2%,-27%,-9%,12%[57.1 µM],4.7%,1%[57.1 µM]
COc1c(Cl)cc(Cl)cc1C(=O)Nc1ccc(NC(C)=O)cc1,-8%,1%,-7%,-1%,-15%,0%,7%,-1.1%,4%
C[C@H](CCC(=O)O)[C@H]1CC[C@H]2[C@@H]3CC[C@@H]4C[C@H](O)CC[C@]4(C)[C@H]3CC[C@]12C,14%,-15%,36%[activator],-15%,-23%,1%,8%[57.1 µM],2.6%,-1%[57.1 µM]
Nc1ccccc1-c1nnc(-c2ccc(-c3ccccc3)cc2)o1,-12%,-4%,-25%,-22%,-11%,2%,17%,15%,260%[activator]
CC(=O)c1ccc(Sc2ccccc2N)c([N+](=O)[O-])c1,-42%,3%,154%[activator],0%,-13%,3%,21%,-0.6%,-6%
COc1ccc(CCN=C(N)NS(=O)(=O)c2ccccc2)cc1,-6%,-3%,-2%,-5%,-3%,-7%,4%,0.6%,-2%
C=CCNC(=O)C(=O)NCC(c1ccc2c(c1)OCO2)N1CCOCC1 (stereo not drawn),23%[11.4 µM],-4%,9%,-6%,-19%,4%,18%,-0.1%,1%
Cc1sc2ncnc(NCc3ccco3)c2c1C,9%,3%,-15%,-21%,-2%,-13%,u,5.1%,-6%
S=C(NCCc1ccccc1)NCC1CCCO1 (stereo not drawn),9%,1%,-27%,0%,-5%,-3%,-18%,-0.8%,-11%
c1cncc(-c2noc(-c3cccc4ccccc34)n2)c1,7%,12%,13%,-17%,-15%,-1%,54%[activator][57.1 µM],0.9%,108%[activator][57.1 µM]
COc1ccc(C(=O)Nc2ccc3c(c2)Cc2ccccc2-3)cc1,-10%,9%,-22%,-4%,0%,0%,45%[activator],14%,66%[activator]

# Single records, from the list above.
# COc1ccc(CCN=C(N)NS(=O)(=O)c2ccccc2)cc1 across the screens: RGS4 inh = -6%; mIDH1 inhibitor = -3%; 12-LOX inh = -2%; Vif-A3F inh = -5%; USP1-UAF1 inh = -3%; Vif-A3G inh = -7%; TrxR1 inh = 4%; RXFP1 ag = 0.6%; TrxR1 substrate = -2%
# CCN1CCCC1CNC(=O)Cn1cnc2sc(C)c(S(=O)(=O)N3CCC(C)CC3)c2c1=O (stereo not drawn) across the screens: RGS4 inh = -4%; mIDH1 inhibitor = 8%; 12-LOX inh = x; Vif-A3F inh = -2%; USP1-UAF1 inh = -5%; Vif-A3G inh = 1%; TrxR1 inh = -1%; RXFP1 ag = 1.0%; TrxR1 substrate = -3%

# Bioassay records from PubChem.
